Source: PubChem (National Center for Advancing Translational Sciences (NCATS))
WRN inhibitor = blocks human WRN helicase; WRN helicase unwinding, fluorescent forked duplex, kinetic; Potency, µM (doses to about 114 µM), for inactives: at the top dose activity change, negative = inhibition, hits mostly inhibitors; 360,000 tested, 0.46% active; further: potency means the concentration at half of the fitted maximal effect; on the % scale 0 is the no-effect control and ±100 the full control effect; nearly all actives have a fitted effect of over 55% in size
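Kinetic fluorescence helicase assay: unwinding of a quenched forked DNA duplex (100 nM final) with 2 mM ATP final raises red fluorescence (525/598 nm). Compounds sat 15 min at room temperature with 20 nM WRN beforehand.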
EPAC1 antag = blocks human EPAC1 exchange factor; O95398; EPAC1 GEF assay, Rap1b-BODIPY-GDP exchange fluorescence; Potency, µM (top dose mostly 115 µM), for inactives: top-dose activity change, negative = inhibition, usual class: inhibitors; 360,000 tested, 0.14% active; AID 720709;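 further: potency means the concentration at half of the fitted maximal effect; plate controls were vehicle for no effect and positive control for full effect; nearly all actives have a fitted effect of over 50% in size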
Target sequence (O95398 whole entry, looked up): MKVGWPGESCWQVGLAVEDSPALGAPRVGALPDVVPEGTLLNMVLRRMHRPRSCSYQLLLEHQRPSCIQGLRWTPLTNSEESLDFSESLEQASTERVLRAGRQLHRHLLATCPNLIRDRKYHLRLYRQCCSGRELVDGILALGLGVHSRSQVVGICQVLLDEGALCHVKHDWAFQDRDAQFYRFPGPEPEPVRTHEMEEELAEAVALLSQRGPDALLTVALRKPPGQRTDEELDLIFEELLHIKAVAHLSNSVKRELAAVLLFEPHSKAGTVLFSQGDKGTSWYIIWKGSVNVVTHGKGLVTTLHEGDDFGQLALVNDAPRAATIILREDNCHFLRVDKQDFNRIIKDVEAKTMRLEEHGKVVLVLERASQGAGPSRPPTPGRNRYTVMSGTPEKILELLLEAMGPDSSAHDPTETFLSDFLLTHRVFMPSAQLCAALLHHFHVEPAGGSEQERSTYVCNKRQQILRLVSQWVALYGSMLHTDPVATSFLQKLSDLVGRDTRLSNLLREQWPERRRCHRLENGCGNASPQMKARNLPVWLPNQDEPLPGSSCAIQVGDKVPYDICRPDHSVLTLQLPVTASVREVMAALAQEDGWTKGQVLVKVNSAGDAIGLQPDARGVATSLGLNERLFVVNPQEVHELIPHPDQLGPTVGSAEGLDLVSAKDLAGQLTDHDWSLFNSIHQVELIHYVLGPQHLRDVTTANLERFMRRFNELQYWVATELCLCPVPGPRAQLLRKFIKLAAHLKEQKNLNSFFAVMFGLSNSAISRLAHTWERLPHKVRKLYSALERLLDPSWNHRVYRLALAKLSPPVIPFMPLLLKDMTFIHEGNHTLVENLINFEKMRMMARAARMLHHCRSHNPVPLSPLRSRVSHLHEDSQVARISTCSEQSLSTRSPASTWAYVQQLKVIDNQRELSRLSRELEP
CCT chaperon mod = modulators of cytosolic chaperonin (CCT/TRiC) activity | purified chaperonin ATPase assay, HTRF ADP detection, 30 min | activity change, % (no concentration beside the values), hits read low | 360,000 tested, 0.3% active | AID 651819; in the data active means activity change below about -30%; further: on the % scale 0 is the no-effect control and ±100 the full control effect
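First, chaperonin was dispensed at 40 nM or 20 nM final depending on batch activity. Next, compounds were pinned at 76 uM and ATP added at 10 uM. After 30 min at 37 °C, ADP detection reagents ran 30 min at ambient temperature.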
EPAC1 ag = activates human EPAC1 exchange factor; EPAC1 agonist qHTS, biochemical assay; response scale: 100% = response to 6.5 mM cAMP; Potency, µM (highest dose often 154 µM), without a hit: top-dose activation, hits mostly activators; 360,000 tested, 0.073% active; AID 720707; further: potency means the concentration at half of the fitted maximal effect; nearly all actives have a fitted effect of over 60% in size
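Nucleotide exchange by EPAC1 (100 nM) on Rap1B–BODIPY-GDP (250 nM) in the presence of 50 uM GDP is tracked fluorescently at 480/540 nm over 30 min. Signals are normalized to a 6.5 mM cAMP control.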
PLK1 PBD block = inhibitors of human PLK1 polo-box domain binding. Plk1 PBD binding of FITC phosphopeptide, fluorescence polarization. P53350. 360,000 tested, 2.8% active. Potency, µM, for inactives: max response, negative = inhibition, hits mostly inhibitors; further: potency means the concentration at half of the fitted maximal effect; series mostly up to about 57 µM; on the % scale 0 is the no-effect control and ±100 the full control effect; nearly all actives have a fitted effect of over 65% in size
EPAC2 agonist = agonists of human EPAC2 (RAPGEF4) | AID 720711 | EPAC2 activation, biochemical qHTS; response scale: 100% = 6.5 mM cAMP response | Q8WZA2 | Potency, µM (top dose mostly 154 µM), for inactives: at the top dose activation, actives largely listed as activators | 360,000 tested, 0.079% active; further: potency means the concentration at half of the fitted maximal effect; nearly all actives have a fitted effect of over 50% in size
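EPAC2 (100 nM) mixed with Rap1B loaded with BODIPY-GDP (250 nM) plus 50 uM unlabeled GDP; compounds pinned in, 5 min RT, then read every 5 min for 30 min (ex 480, em 540 nm). Normalized to cAMP control.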
IL2 activator = activates IL-2 in a cell-based reporter assay; IL-2 activation reporter assay, cell-based qHTS; stimulated with anti-CD3/CD4/CD28 beads; in transgenic mouse T cells; activation, % (series mostly up to about 46 µM); 360,000 tested, 0.065% active; AID 652025; in the data active means activation above about 50%; inconclusive means mostly about 30% to 49%; further: 0% is about no effect
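Unstimulated transgenic mouse T cells; 60-min compound exposure; bead-based TCR/CD4/CD28 stimulation; 18 h culture, 37 degrees C; dual fluorescence (EGFP, DsRed) plate cytometry.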
PI5P4Ka inh = PI5P4K alpha (human) kinase inhibition; P48426; PI5P4Kalpha enzyme, ADP-Glo luminescence, 60 min; active compounds read low; max response, %; 330,000 tested, 1.2% active; AID 652105; active means max response of -50% or lower; inconclusive means between -30% and -50%; inactive means -30% or higher; further: value at the top dose of about 77 µM; on the % scale 0 is the no-effect control and ±100 the full control effect
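Reactions run in 0.038 M HEPES pH 7.4, 0.28 mM EGTA, 0.1% CHAPS and 5% DMSO, with PI5P4Kalpha, substrate, compound and 5 microM ATP final, one hour at room temperature. Readout is ADP-Glo luminescence.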
* hit, by the source's call; u = inconclusive; x = no result given; [ ] = another dose, or the depositor's remark. Unless noted, the call rests on the fitted dose curve; in most records, active means well fitted curve in the direction sought with a large enough effect; inconclusive means small, poorly fitted or top-dose-only effect, or another doubt; inactive means no such curve, though single readings can be large; an effect the other way counts as inactive or inconclusive.

SMILES	WRN inhibitor	EPAC1 antag	CCT chaperon mod	EPAC1 ag	PLK1 PBD block	EPAC2 agonist	IL2 activator	PI5P4Ka inh
O=C(Nc1ccccc1)c1sc2cc(C(F)(F)F)cnc2c1-c1cccs1	-5%	-9%	-0.6	2%	3µM*	2%	0.3	u
COc1ccc(C)cc1-n1[nH]nnc1=S	-3%	22%	-1.4	1%	-18%	4%	-0.1	-18
O=C(CN(Cc1ccccc1F)C(=O)Cn1nnc(-c2cccs2)n1)NC1CCCCC1	6%	-6%	-1.6	-3%	0%	-8%	-1.6	1
Cc1ccc(NS(=O)(=O)c2ccc(C(=O)N3CCOCC3)cc2)cc1	-4%	3%	-0.4	-2%	-8%	3%	0.1	-4
CC(C)CC1NC(=O)N(Cc2cc(=O)n3ccsc3n2)C1=O (stereo unspecified)	2%	-2%	-1.2	-5%	-11%	4%	1.0	-18
Cn1c(SCC(=O)N2CCc3ccccc32)nc2cccnc21	10%	-2%	-2.9	-2%	24µM*	1%	-0.4	-13
CC(C)C(=O)NS(=O)(=O)c1ccc(N)cc1	-2%	-19%	0.9	0%	3%	3%	-0.2	0
Cc1c(NC(=O)CSc2nc(N)cc(N)n2)c(=O)n(-c2ccccc2)n1C	9%	2%	-2.4	11%	-15%	10%	-2.5	-7
CC(C)CN(C(=O)c1cccc([N+](=O)[O-])c1)c1c(N)n(CC(C)C)c(=O)[nH]c1=O	3%	10%	-3.4	-11%	4%	-3%	-0.6	-5
COC(=O)C[C@H]1CC[C@@H](NC(=O)Nc2ccc(C(F)(F)F)cc2)[C@@H](CO)O1	9%	12%	x	12%	-12%	3%	0.3	6
Cc1ccc(/C=C/C(=O)Nc2nn[nH]n2)o1	-22%	4%	-3.3	13%	-25%	-5%	-0.6	u
Cc1cc(F)ccc1NS(=O)(=O)c1cccc2nsnc12	-3%	3%	0.6	-4%	-14%	3%	1.2	-7
O=C1C2C3c4ccccc4C(c4ccccc43)C2C(=O)N1Cc1cccnc1 (stereo unspecified)	15%[57.1 µM]	-23%	-2.1	-4%	-10%	-6%	-2.9	-3
Cc1ccc(CNCCC2=CCCCC2)cc1	-4%	-4%	3.4	-1%	0%	3%	-1.2	x
O=C(N/N=C\c1cccnc1)c1ccc(Br)s1	-22%	-2%	-2.4	15%	-4%	15%	0.9	-29
CC1CCN(c2nc3c(c(=O)n(C)c(=O)n3C)n2Cc2ccccc2)CC1	-6%[57.1 µM]	10%	0.3	13%	-10%	9%	-2.1	x
COC(=O)CNC(=O)COC(=O)c1ccc(Cl)nc1	4%	2%	-5.7	-2%	-9%	-2%	0.9	-9
COc1ccc2c(CC(=O)Nc3ccccc3N3CCOCC3)coc2c1	-17%	-15%	0.5	11%	-4%	6%	-4.0	0
CC1(C)c2ccccc2-c2nc3ccccc3cc2C1N1CCOCC1 (stereo unspecified)	-7%	-5%	1.6	14%	-3%	15%	0.5	7
COCCCN1C(=O)C(=O)/C(=C(/O)c2ccc(OC(C)C)cc2)C1c1cccnc1 (stereo unspecified)	-6%	8%	-0.2	-3%	-9%	-1%	1.3	-1
O=C(COc1ccc2ccccc2c1)Nc1ccc(Cc2ccncc2)cc1	-19%[57.1 µM]	u	-5.1	-2%	u	0%	-2.5	x
O=c1[nH]cnc2c1c(-c1ccccc1)cn2-c1ccc(Br)cc1	-4%	u	-7.4	-3%	-13%	14%	-1.7	2
Cc1ccc(C(=O)OCC(=O)Nc2ccc3c(c2)OCO3)c(O)c1	7%	-2%	-3.4	0%	-10%	4%	1.0	2
O=C(C[C@H]1C/C=C\CC[C@H](Cc2ccc(F)cc2)C(=O)OC[C@H]2CCCN2C1=O)NCCO	-1%	-6%	0.3	3%	-14%	2%	-0.3	-2
[O-][n+]1c2c(c3c4non(O)c4ccc31)CCCC2	-10%[57.1 µM]	-2%	-1.7	9%	-21%	10%	-2.7	x
Cc1cccc2c(=O)c(C(=O)N3CCCCCC3)c[nH]c12	-13%	10%	-1.2	1%	-2%	5%	1.2	-2
Fc1cccc(-c2cc3nc(-c4ccccc4)cc(N4CCC5(CC4)OCCO5)n3n2)c1	-27%	-5%	3.1	12%	-6%	5%	1.4	2
CCOc1cccc(C(=O)Nc2ccc(S(=O)(=O)Nc3cc(C)on3)cc2)c1	-9%	5%	-1.6	-1%	-13%	6%	-0.8	-3
CCOC(=O)c1cnc(SCCc2ccccc2)nc1N	-7%	-6%	-1.7	0%	-8%	19%	-4.4	x
O=C(NC(=S)Nc1ccc(S(=O)(=O)Nc2ncccn2)cc1)c1cccc(Br)c1	3%	9%	-1.9	-4%	u	3%	-2.5	0
COc1cc(CCC(=O)N2CC(C)OC(C)C2)cc(OC)c1OC (stereo unspecified)	-6%	-1%	0.2	-14%	3%	5%	-1.0	-1
COc1cc(OC)cc(C(=O)NCCSCc2ccc(Cl)cc2)c1	4%	-6%	-1.4	3%	-24%	18%	-3.3	-4
Cc1ccccc1NC(=S)NCC(c1cccnc1)N(C)C (stereo unspecified)	7%	0%	-1.2	1%	-10%	4%	-1.9	5
O=C(Nc1nc2cc3c(cc2s1)OCO3)C1CC1	-15%	0%	0.4	-6%	-6%	17%	-1.0	1
O=C1CCCN1c1nccs1	7%	5%	1.2	-2%	-20%	10%	0.3	2
O=C(Oc1cccc2cccnc12)c1cccs1	1%	-10%	1.2	1%	-7%	0%[15.6 µM]	-0.9	1
COC(=O)c1cc(NC(=O)Nc2ccccc2OC)cc(C(=O)OC)c1	1%	-17%	1.2	15%	-3%	13%	-2.5	x
CCOc1ccccc1NC(=O)C1CCCN(C(=O)NCc2ccccc2)C1 (stereo unspecified)	3%	0%	-7.1	7%	-1%	3%	-4.0	x
COCCNC(=O)CN1C(=O)CSc2ncccc21	-1%	0%	0.1	8%	-24%	9%	0.4	-1
CN1C[C@@H]2C[C@@H](c3ccc(C#CC(C)(C)O)s3)N3CCC[C@@]23C1=O	0%	6%	-2.2	2%	-9%	7%	6.1	0
Cc1ccnc(SCC(=O)c2cccs2)n1	-1%	-13%	-0.4	1%	-19%	5%	2.3	0
COc1cc(C#Cc2ccc3cc(CCCO)oc(=O)c3c2)cc(OC)c1	-3%	u	1.0	11%	-11%	14%	-0.5	26
Cc1nc(C2CCCCC2)c(-c2ccccc2)c(N2CCOC2=O)c1C	3%	u	-2.9	-26%	-18%	15%	-0.4	2
CCN(CC)C(=O)C1CCCN(c2ccc([N+](=O)[O-])cc2)C1 (stereo unspecified)	-4%	-27%	-1.6	3%	-9%	2%	0.1	-9
O=C(Nc1ccccc1)Nc1cccc2ccccc12	2%	-6%	-0.3	6%	-1%	10%	-0.4	10
CC(Sc1nnc(-c2ccco2)n1C)C(=O)NC1CCCC1 (stereo unspecified)	-5%	-5%	-1.1	-8%	-1%	7%	0.0	0
CCOC(=O)c1c(NC(=O)CCC(=O)O)sc2c1CCCCC2	-26%	-6%	-1.0	-3%	6.7µM*	11%	-2.0	-20
O=C(NCc1ccccc1)C1CCCN(S(=O)(=O)c2cccc3nsnc23)C1 (stereo unspecified)	-4%	5%	-2.9	8%	-14%	8%	-0.3	-2
Cc1cc(C)c2sc(NC(=O)c3ccc(N4C(=O)CCC4=O)cc3)nc2c1	-4%	3%	-10	-1%	3%	-4%	0.7	-10
CCOC(=O)c1ccc(Nc2ccc([N+](=O)[O-])cn2)cc1	11%	-6%	1.2	8%	-5%	6%	-0.1	-1
CC(C)(C)c1ccc(OCC(=O)NCc2ccco2)c(Br)c1	-28%	-25%	1.9	-9%	-21%	13%	-4.6	u
COc1nc(-c2ccccc2Cl)ccc1C#N	-6%	-5%	-4.3	18%	-5%	17%	-0.2	x
CC(Sc1nccn1C)C(=O)Nc1ccc(Cl)cn1 (stereo unspecified)	-2%	-1%	-0.3	4%	0%	7%	1.2	4
COc1ccc(CN2C(=O)N(c3ccc(OC)cc3)C(=O)C2CC(=O)Nc2ccccc2)cc1 (stereo unspecified)	-3%	-10%	-2.1	-9%	-10%	6%	-0.8	1
CC1CCCC(C)N1C(=S)NCc1ccco1 (stereo unspecified)	-8%	5%	0.2	1%	u	14%	-3.0	0
COc1ccc2sc(-c3ccc(S(C)(=O)=O)cc3)c(-c3ccc(C(N)=O)cc3)c2c1	-1%	13%	-4.6	-3%	-8%	7%	-1.8	2
O=C(Cn1nc(C(=O)O)c2ccccc2c1=O)Nc1ccccc1C(F)(F)F	-6%	-11%	0.8	-7%	0%	1%	2.5	1
O=C(Cn1nnc2ccccc2c1=O)NCc1ccc(Cl)cc1	8%	-14%	-0.4	-3%	-19%	7%	-4.6	-3
COc1ccc2[nH]c(=O)c(CN(Cc3cccnc3)S(=O)(=O)c3ccccc3F)cc2c1	2%	5%	-2.5	4%	-12%	9%	0.5	0
O=C(Nc1ccn(Cc2c(F)c(F)c(F)c(F)c2F)n1)c1cccc(Cn2cc([N+](=O)[O-])cn2)c1	-3%	-18%	-3.1	11%	-11%	23%	-3.0	x

Grouped by structure: the compounds so far with a nitro group on carbon.
SMILES	WRN inhibitor	EPAC1 antag	CCT chaperon mod	EPAC1 ag	PLK1 PBD block	EPAC2 agonist	IL2 activator	PI5P4Ka inh
CC(C)CN(C(=O)c1cccc([N+](=O)[O-])c1)c1c(N)n(CC(C)C)c(=O)[nH]c1=O	3%	10%	-3.4	-11%	4%	-3%	-0.6	-5
CCN(CC)C(=O)C1CCCN(c2ccc([N+](=O)[O-])cc2)C1 (stereo unspecified)	-4%	-27%	-1.6	3%	-9%	2%	0.1	-9
CCOC(=O)c1ccc(Nc2ccc([N+](=O)[O-])cn2)cc1	11%	-6%	1.2	8%	-5%	6%	-0.1	-1
O=C(Nc1ccn(Cc2c(F)c(F)c(F)c(F)c2F)n1)c1cccc(Cn2cc([N+](=O)[O-])cn2)c1	-3%	-18%	-3.1	11%	-11%	23%	-3.0	x

The list goes on:
SMILES	WRN inhibitor	EPAC1 antag	CCT chaperon mod	EPAC1 ag	PLK1 PBD block	EPAC2 agonist	IL2 activator	PI5P4Ka inh
COc1ccc(-c2coc3c(C(=O)Nc4cc(OC)c(OC)c(OC)c4)cccc23)c(C)c1	-8%	1%	0.7	9%	-7%	15%	-0.6	11
COc1cccc(C(O)c2nc(-c3ccc(Cl)cc3)cs2)c1 (stereo unspecified)	-8%	-16%	-2.9	0%	1%	11%	0.7	24
COc1ccccc1NS(=O)(=O)c1cc(NC(=O)CN2C(=O)NC3(CCCCC3)C2=O)ccc1C	-3%	12%	-4.4	-4%	2%	5%	0.7	-4
CN(C)CCCN(C(=O)c1ccco1)c1nc2ccc(Br)cc2s1	18%	-21%	0.3	-2%	1%	1%	-0.6	-3
CCOC(=O)CSc1nc2cc(C(=O)N3CCCC3)ccc2c(=O)n1Cc1ccccc1	-10%	0%	-1.2	7%	-5%	13%	-1.1	x

An excerpt; count on the stated rates, not on these rows.
